Screens from PubChem BioAssay.
Anthrax LF inh2 = Bacillus anthracis LF protease inhibitors, primary screen, biochemical, multiplex microsphere, MLPCN library | Lethal factor (Bacillus anthracis), P15917 | multiplex microsphere protease cleavage assay | inhibition, % at 10 µM | 360,000 compounds, 0.12% hits | AID 588501, 2011; also: plate controls were buffer without enzyme for full effect and enzyme alone for no effect
Target sequence (P15917 whole entry, looked up): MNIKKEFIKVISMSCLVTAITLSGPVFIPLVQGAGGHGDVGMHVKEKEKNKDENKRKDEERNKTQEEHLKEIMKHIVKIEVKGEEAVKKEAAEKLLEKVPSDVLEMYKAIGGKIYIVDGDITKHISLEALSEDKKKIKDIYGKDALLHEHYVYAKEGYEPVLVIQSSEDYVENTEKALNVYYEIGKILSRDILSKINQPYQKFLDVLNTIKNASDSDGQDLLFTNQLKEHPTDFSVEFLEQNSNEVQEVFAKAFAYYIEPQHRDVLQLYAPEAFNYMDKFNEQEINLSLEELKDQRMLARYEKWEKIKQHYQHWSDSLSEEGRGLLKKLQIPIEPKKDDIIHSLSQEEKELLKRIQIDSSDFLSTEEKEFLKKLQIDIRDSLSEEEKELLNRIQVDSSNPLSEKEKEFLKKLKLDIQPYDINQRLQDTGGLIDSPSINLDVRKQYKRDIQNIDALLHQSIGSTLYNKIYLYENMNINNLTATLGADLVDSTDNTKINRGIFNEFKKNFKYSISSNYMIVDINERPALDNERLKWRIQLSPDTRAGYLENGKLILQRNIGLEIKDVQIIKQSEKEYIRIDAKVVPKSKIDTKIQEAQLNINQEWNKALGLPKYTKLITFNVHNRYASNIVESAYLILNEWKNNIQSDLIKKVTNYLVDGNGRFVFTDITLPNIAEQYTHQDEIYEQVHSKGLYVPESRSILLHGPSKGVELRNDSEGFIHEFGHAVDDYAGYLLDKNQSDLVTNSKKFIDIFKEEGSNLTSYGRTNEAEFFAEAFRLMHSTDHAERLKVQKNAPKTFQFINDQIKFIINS
PrPC TRFRET = inhibitors of human cell surface prion protein PrPC, primary screen, cell-based, TR-FRET. Major prion protein (Homo sapiens), P04156. TR-FRET read-out. inhibition, % at 13.8 µM. 370,000 compounds, 0.43% hits. AID 720596, 2013; in the data active = inhibition above about 24%; also: 0% = median of the test wells and 100% = reference compound wells
PriA SSB inh = inhibitors of Klebsiella pneumoniae PriA binding to SSB C-terminal tail, primary screen, biochemical, AlphaScreen; inhibition, % at 33 µM; PriA–SSB C-terminal tail interaction (Klebsiella pneumoniae); AlphaScreen SSBct-PriA binding, biotinylated peptide; 430,000 compounds, 0.6% hits; AID 1272365, 2023; in the data active = inhibition mostly above about 37%, no sharp cut-off; inactive = mostly below about 20%;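 also: plate controls were negative control peptide for no effect and reference peptide for full effect; strong numbers were not always called active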
Yp Topo-I inh = Yersinia pestis topoisomerase I inhibitors, primary screen, biochemical, cleavage product accumulation, plate reader, single point; AID 504884, 2011; DNA topoisomerase I (Yersinia pestis CO92); Y. pestis Topo-I cleavage product accumulation; 360,000 compounds, 0.064% hits; activity, % at 10 µM; in the data active = activity above about 50%, passing the limit was not always enough; inconclusive = no clear call, values can overlap the other calls; also: inactives centre near 2
SARS 3CLpro inh = SARS-CoV 3CLpro protease inhibitors, primary screen, biochemical, quenched FRET; recombinant SARS-CoV 3CLpro, quenched FRET peptide cleavage; inhibition, % at 6 µM; 290,000 compounds, 0.14% hits; in the data active = inhibition above about 12%
TcdB GH inh = TcdB glycohydrolase inhibitors, primary screen, biochemical, single point, plate reader; Toxin B (Clostridioides difficile), P18177; TcdB glycohydrolase enzymatic assay; inhibition, % at 9.99 µM; 350,000 compounds, 0.24% hits; AID 652162, 2013; in the data active = inhibition above about 10%
BH1578 lux ind = inducers of Vibrio cholerae quorum light production without autoinducers, primary screen, BH1578 luxS cqsA deficient, single point | 350,000 compounds, 0.16% hits | activation, % at 18.7 µM | AID 588436, 2011 | V. cholerae BH1578 lux reporter, luminescence, 6 h; in the data active = activation mostly above about 9.7%, no sharp cut-off; inconclusive = no clear call, values can overlap the other calls; inactive = mostly below about 3.7%; also: not every result past the cut was called active; inactives centre near 0; reference of the scale not given here
BoNT A protease = BoNT/A light chain protease inhibitors, primary screen, biochemical, flow cytometry, MLPCN library | AID 588499, 2011 | multiplex microsphere protease substrate cleavage | inhibition, % at 10 µM | 360,000 compounds, 0.17% hits; also: plate controls were buffer without enzyme for full effect and enzyme alone for no effect
PfHsp40 rescue = rescue of yeast from PfHsp40 toxicity, primary screen, S. cerevisiae, ATP luminescence | growth rescue, % at 12.5 µM | 340,000 compounds, 0.68% hits | S. cerevisiae expressing PfHsp40, growth rescue; in the data active = growth rescue above about 28%, passing the limit was not always enough; inconclusive = no clear call, values can overlap the other calls;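 also: yeast W303a lacking pdr1 and pdr3 grown in galactose medium; growth measured after three days at 30 °C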
* marks the source's active call; other numbers are inactive results; i = inactive; ? = inconclusive; / = no result given; ! = a repeat was not active. Rule as the data show it, unless noted: active = inhibition above about 30%; inconclusive = no clear call, values can overlap the other calls; inactive = below that.

Order of values – PrPC TRFRET	SARS 3CLpro inh	PriA SSB inh	Yp Topo-I inh	BoNT A protease	TcdB GH inh	Anthrax LF inh2	PfHsp40 rescue	BH1578 lux ind
> Nc1cc(C(=O)OCC(=O)NNC(=O)c2ccccc2F)ccc1Cl
  -2.4	/	-5.1	3.2	-0.6	0.0	-3.4	2.2	-5.6
> CN(C)CCCN(C(=O)c1ccc(S(=O)(=O)N2CCc3ccccc32)cc1)c1nc2ccc(F)cc2s1
  -7.2	-2.3	46.0*!	16.5	/	0.1	/	-0.2	i
> CCOC(=O)CCCCCNC(=O)c1ccc(F)cc1F
  1.2	/	5.7	-1.0	0.6	-2.2	9.1	-0.9	i
> Oc1ccccc1/C=N/NC(=S)NC1CC2CC1C1C=CCC21 (stereo not given)
  0.0	4.0	/	-3.4	/	1.0	/	2.4	i
> Cc1ccc(C2CC(c3ccco3)=NN2S(C)(=O)=O)cc1 (stereo not given)
  -3.2	2.7	-9.8	-4.1	-1.0	-0.3	-5.4	-0.7	i
> COc1ccc(Cl)cc1NC(=O)c1cccnc1
  4.8	1.6	-16.3	8.8	0.2	/	-2.2	0.4	-1.0
> O=C(CN(C1CCCCC1)S(=O)(=O)c1ccc(F)cc1)NC1CC1
  -4.2	-4.4	15.5	-2.2	-0.9	-1.3	-4.3	-1.7	-0.4
> CSCCC(NC(=O)c1ccccc1Cl)C(=O)N1CCC1 (stereo not given)
  -3.9	/	0.8	-0.4	1.2	-0.1	-0.3	-1.3	i
> CC1(C)CC(=O)C2=C(C1)Nc1cc(Cl)ccc1S2
  -7.6	1.9	-8.6	-8.8	-3.6	0.9	-6.2	-0.8	-1.2
> CC1CCCC(C)N1C(=O)CN1C(=O)C(C)(C)Oc2ccc(C(=O)NC3CCCC3)cc21 (stereo not given)
  5.9	0.2	-11.3	5.6	-0.6	/	8.4	0.2	1.0
> Cc1nnc(SCCn2c(N3CCC(C)CC3)nc3c2c(=O)n(C)c(=O)n3C)s1
  -4.6	1.2	-4.9	9.4	0.7	/	-2.2	0.6	2.8
> COC(=O)c1cc(NC(=O)C2(S(=O)(=O)c3ccc(Cl)cc3)CC2)cc(C(=O)OC)c1
  -2.9	-5.3	-6.5	7.1	1.6	1.4	4.6	-0.3	-0.4
> O=C(CSc1nnc(-c2ccccc2)n1-c1ccccc1)NCc1ccco1
  7.7	-0.7	-0.1	-6.1	2.9	/	2.6	-1.1	-0.1
> CC(C)c1ccc(N2C(=O)[C@@H]3Cc4ccccc4CN3C2=O)cc1
  -8.3	-1.7	-10.2	7.0	-2.8	/	-6.5	0.0	1.5
> COc1ccc(CCNCc2ccc(OC)c(OC)c2OC)cc1
  -2.8	-4.3	-5.5	-8.3	1.6	1.3	-5.1	0.8	i
> OCC[C@H]1C[C@H](O)[C@@H](O)[C@@]2(CCCCO2)O1
  3.2	0.7	-21.3	-5.0	-0.1	0.3	2.6	-1.9	-0.3
> CCCSc1ccc([C@H]2N[C@@](CC(C)C)(C(=O)OC)[C@H]3C(=O)N(C)C(=O)[C@@H]23)cc1
  -5.6	/	-4.8	11.1	-0.1	-0.6	-6.6	-0.7	i
> COc1ccc(CNC(=O)C(NC(C)=O)C(=O)Nc2ccc(OC)cc2)cc1 (stereo not given)
  -2.2	-1.1	-2.8	-6.0	-0.7	/	-1.5	-1.2	i
> O=c1c(-c2ccccc2)c(O)cc(-c2ccncc2)n1-c1ccc(Cl)cc1
  0.6	-3.3	-11.5	5.0	0.8	0.1	-8.5	0.5	1.8
> CC(Oc1cccc(Cl)c1)c1ccnc2nc(/N=C/N(C)C)nn12 (stereo not given)
  2.3	-4.9	/	19.1	-0.3	0.1	0.2	-1.5	-0.2
> CCCNC(=O)C(=O)Nc1cc2c3c(c1)CCC(=O)N3CCC2
  -0.7	3.7	-9.0	0.8	1.5	1.1	3.0	1.4	i
> CCc1ccc(CN(C)C(=O)CCc2nnc(CCc3ccccc3OC)o2)nc1
  -1.6	-0.2	-17.4	19.3	-0.1	-2.0	4.6	-0.1	-2.1
> Cc1ccc(-c2nc(C#N)c(NCCN3CCCCC3)o2)cc1
  0.0	-0.4	-8.2	9.5	?	/	-2.9	-0.7	i
> O=C(C1COc2ccccc2O1)N1CCN(Cc2ccc(Br)cc2F)CC1 (stereo not given)
  -3.1	-4.3	-7.5	15.2	0.3	-0.6	0.9	2.9	-0.2
> N#C/C(=C\c1cccnc1)C(=O)Nc1ccc(SC(F)F)cc1
  0.7	0.4	-8.8	-1.6	-3.1	1.3	4.4	-0.2	-0.6
> Cc1[nH]c2ccccc2c1CN1CCc2ccccc2C1
  -16.0	-1.3	-6.3	19.5	3.5	/	-6.5	0.3	i
> COc1ccc(CN=C2NC(=O)CC(C(=O)Nc3ccccc3C)S2)cc1 (stereo not given)
  -8.0	0.4	6.7	-0.6	-0.2	-0.2	-0.2	-2.2	-0.2
> CC(Sc1nnc(-c2ccco2)n1C)C(=O)Nc1nccs1 (stereo not given)
  6.6	/	8.3	3.7	-3.1	4.2	0.9	1.9	1.7
> CC(=O)Cn1ncc(Br)c(Br)c1=O
  -4.3	0.2	-15.2	7.7	0.0	1.9	3.0	-1.1	-0.3
> Cc1nc(/C(N)=N/OC(=O)c2ccccc2Cl)c(C(F)(F)F)o1
  3.5	-5.6	/	1.0	-1.0	0.8	-0.2	-0.7	i
> CN(Cc1ccc(Cl)s1)C(=O)CSc1nnc(C2CC2)n1C1CC1
  -0.4	/	-0.7	15.0	-1.0	0.7	-13.0	-0.4	-0.4
> COc1ccc(CNC(=O)C/C(C)=N/NC(=O)COc2ccccc2)cc1
  8.7	4.7	/	5.6	-1.1	0.3	-0.9	0.1	-1.4
> Cc1ccc2c(CN(C)Cc3cccc(Cl)c3)cc(=O)oc2c1C
  11.1	5.2	10.9	21.0	-0.2	0.7	-0.9	-0.7	-0.4
> O=C1CCC(C(=O)N2CCN(c3ccccc3)CC2)CN1CC1CCCCC1 (stereo not given)
  4.0	1.5	-6.5	26.1	-0.9	0.4	-1.1	1.1	0.3
> Cc1nc2nc[nH]n2c(=O)c1CCOC(=O)c1ccccc1F
  -2.9	5.4	-4.8	3.9	-1.2	-1.8	-4.8	-1.4	0.0
> O=C(NCc1ccc(Cl)cc1)C(=O)Nc1nccs1
  4.6	-2.1	8.9	5.0	-0.9	-0.4	-0.4	1.3	0.0
> Cc1nc2scc(C)n2c(=O)c1S(=O)(=O)NCCc1ccccc1
  1.0	-4.4	0.8	-2.9	-0.1	0.9	-2.3	-1.1	i
> Cc1cc(/C=C2\C(=N)N3N=CSC3=NC2=O)c(C)n1Cc1ccccc1
  -3.0	0.4	-10.4	3.5	?	-0.3	-9.5	-2.5	i
> CCn1cc(C(=O)N[C@H](C(=O)NCCCO)C(C)C)c(=O)c2cc3c(cc21)OCO3
  0.5	1.7	-2.8	3.4	-1.2	0.0	-1.5	0.9	i
> CN(C)P(=O)(NC(=O)c1cccn1C)N(C)C
  -5.1	-0.5	-5.0	-11.4	0.6	-1.4	-7.2	0.7	0.6
> Cc1ccc(NC(=S)N(CCCN2CCC(C)CC2)Cc2ccco2)cc1C
  -0.9	1.9	12.8	9.1	1.2	1.2	-3.1	-1.1	i
> Cc1ccc(/C=C(\NC(=O)c2ccccc2)C(=O)NCCc2ccccn2)o1
  -6.6	0.8	-12.8	2.8	-0.3	/	-1.8	-0.5	-0.4
> CCC(c1nnnn1-c1ccc2c(c1)OCCO2)N1CCN(c2ccccn2)CC1 (stereo not given)
  4.9	/	/	/	0.4	0.9	1.9	/	/
> Cc1ccc(NC(=O)C2=C(O)c3ccccc3N(C)S2(=O)=O)cc1
  -2.3	-4.7	-7.2	4.4	-1.4	/	1.6	-0.6	i
> Cc1nc(Nc2cccc(O)c2)c2c3c(sc2n1)CCC3
  4.5	1.2	-14.5	5.7	-1.6	1.2	1.5	3.7	i
> O=C(CCS(=O)(=O)c1ccc(Br)s1)NCc1ccccc1
  -5.8	0.7	-12.5	7.6	-1.7	/	-7.6	-0.7	-2.1
> O=C(NCc1ccc2c(c1)OCO2)c1cc(-c2ccncc2)nc2ccccc12
  2.2	-0.5	-2.7	7.6	-0.9	1.4	-1.9	-0.7	0.0
> Cc1cccc(C(=O)NC2CC3CCCC(C2)N3Cc2ccccc2)c1 (stereo not given)
  -5.0	0.1	-3.0	1.6	1.0	0.1	0.6	0.1	-0.3
> COc1ccc(CNC(=O)/C=C/c2ccc(S(=O)(=O)N3CCOCC3)cc2)cc1
  1.0	-0.1	-9.6	2.3	0.1	3.7	-2.1	-0.4	-0.3
> Cc1ccc(OCc2cc(C(=O)N(C)CCc3ccccc3)no2)cc1C
  6.8	0.5	-31.3	-2.0	-1.1	-0.4	6.8	2.8	-1.6

(cont.)
Order of values – PrPC TRFRET	SARS 3CLpro inh	PriA SSB inh	Yp Topo-I inh	BoNT A protease	TcdB GH inh	Anthrax LF inh2	PfHsp40 rescue	BH1578 lux ind
> CN(Cc1ccccc1)C(=O)C1CCN(S(C)(=O)=O)CC1
  -4.6	0.7	-12.8	-1.7	-1.1	1.0	-5.4	-0.5	-0.4
> O=[N+]([O-])c1ccc(S(=O)(=O)N2CCN(Cc3c[nH]c4ccccc34)CC2)cc1
  -39.4	4.6	23.9	-9.4	0.4	/	-9.1	0.2	-0.3
> Cc1cc(C)c(C)c(OCC(=O)O/N=C(\N)c2cccnc2)c1
  0.8	-4.4	i	0.9	-5.3	-0.5	-22.0	-1.7	0.9
> COCCNc1nnc(SCC(=O)N2CCN(S(=O)(=O)c3ccccc3)CC2)s1
  -0.9	3.6	-14.4	-5.8	-0.7	/	4.8	-0.2	i
> Cc1ccc(N2C(=O)CSC23C(=O)Nc2ccccc23)cc1 (stereo not given)
  3.2	0.8	-18.5	1.1	-0.1	/	-5.6	0.3	-0.5
> COc1ccc(CN2CCC(CO)(Cc3cccc(C(F)(F)F)c3)CC2)cc1Cn1cccn1
  -15.2	1.8	7.9	9.7	-0.3	0.7	5.1	-1.4	-0.5
> COC(=O)C1=C(c2ccc(OC)c(OC)c2)C[C@@H]2CC[C@H]1N2C(=O)N1CCOCC1
  5.5	/	-3.9	0.7	-0.4	1.0	-3.4	1.3	-5.0
> Cc1cc(C)nc(Nc2n[nH]c(-c3ccccc3C)n2)n1
  -9.6	3.1	-1.1	5.9	-0.1	-0.1	1.0	-1.2	-0.3
> CC1(C)NC(=O)C(CCc2ccccc2)NC1=O (stereo not given)
  1.7	/	/	/	-0.5	-2.2	0.6	/	/
> CC1=C(C(=O)N(C(C)C)C(C)C)CC(CC(=O)NCCCCc2ccccc2)C(=O)N1Cc1ccccc1 (stereo not given)
  6.2	/	/	44.7	-1.0	-0.2	-1.7	/	i
> Nc1nc(SC23CC4CC(CC(C4)C2)C3)ns1
  7.1	2.1	5.9	-0.1	-1.2	1.6	-12.2	0.4	-0.5

Only PrPC TRFRET, Yp Topo-I inh and BoNT A protease, for 2 of the compounds above:
Molecule,PrPC TRFRET,Yp Topo-I inh,BoNT A protease
Cc1ccc(N2C(=O)CSC23C(=O)Nc2ccccc23)cc1 (stereo not given),3.2,1.1,-0.1
COc1ccc(CN2CCC(CO)(Cc3cccc(C(F)(F)F)c3)CC2)cc1Cn1cccn1,-15.2,9.7,-0.3

These rows are one share of the data; count on the stated rates, not on these rows.
